# Insulin prom up: insulin promoter activators in MIN6 cells, imaging, high-content screening, mouse beta cells | MIN6 insulin promoter-GFP reporter; active compounds read high | actives 0.3% (n = 190,000) | AID 1625, 2009 | z-score at 5 µM;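 active = z-score above 3 at 5 µM with at least 500 cells counted in the well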
# WT yeast gro inh: growth inhibition of WT strain, primary screen, mitochondrial fusion inhibitor project, WT and mutant strains, chemical genetic. mitochondrial fusion phenotypic screen. inhibition, % at 10 µM. actives 2.1% (n = 190,000); in the data active = inhibition above about 58%; tested in S. cerevisiae
# HIV fusion peptide: inhibitors of HIV fusion peptide binding, primary screen, biochemical, uHTS, fluorescence dequenching (AID 1986); cell-free peptide binding, fluorescence dequenching, 30 min; higher % means a stronger effect; inhibition, % at 20 µM; hits with a dose series show IC50 in µM; actives 0.3% (n = 290,000); in the data active = inhibition mostly above about 52%, no sharp cut-off; inactive = mostly below about 76%; also: some results filed as inactive read as strong as hits
# b-catenin transl: modulators of beta-catenin nuclear translocation, primary screen, imaging, HeLa cells, immunofluorescence, high-content. actives 0.3% (n = 190,000). nuclear translocation activity, % at 5 µM;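 active = nuclear translocation activity above 50% at 5 µM, with a well cell count of 50 or more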;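 also: per-cell ratio of nuclear to cytoplasmic median beta-catenin stain intensity; plate controls were DMSO negative control for no effect and GSK-3 inhibitor IX positive control for full effect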
#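 Signal – beta-catenin immunofluorescence imaging with DAPI · Test system – human HeLa cell line · Dosing – 5 µM primary single dose, 0.1% DMSO, 0.02–20 µM confirmation series · Measure – % activation, nuclear-to-cytoplasmic median beta-catenin signal ratio per cell · Incubation – 24 h compound exposure at 37°C, 5% CO2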
# Dynein cargo inh: inhibitors of GR-EGFP nuclear translocation, primary screen, dynein cargo transport inhibitor project, imaging, high-content, 3617.4 mouse cells. test concentration mostly 20 µM; stimulated with dexamethasone, 1 µM; active compounds read low. z-score, hits read low. actives 0.47% (n = 220,000). AID 1381, 2008;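 active = plate z-score of nuclear minus cytoplasmic receptor signal below a set negative limit, without overly bright fluorescence or cell loss, cut at about -3.5 in these data, passing the limit was not always enough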;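 also: z-score of nuclear minus cytoplasmic ring GR-EGFP intensity difference per well; some compounds called inactive have numbers as strong as hits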
#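 Buffer or medium – tet-free medium with charcoal-stripped serum · Signal – automated 10x imaging of fixed Hoechst-stained cells · Also added – dexamethasone agonist, 1.0 µM final, for 30 min · Incubation – induction 48 h, compound 1 h, agonist 30 min · Read-out – GR-EGFP nuclear translocation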
# MT stabilize HCS: microtubule stabilizers in HeLa cells, primary screen, imaging, high-content imaging; HeLa tubulin immunostaining HCS, 24 h; share of cells brighter than vehicle mean+2SD; % tubulin-high responders, % at 10 µM; actives 0.83% (n = 200,000);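 active = plate Z-score above 3 for both tubulin-high and condensed-nucleus cell shares, with cell loss under 80%, at 10 µM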;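 also: anti alpha tubulin signal scored within the nucleus-defined area of each cell; some results filed as inactive read as strong as hits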
# Autophagy mod: autophagy modulators in MEF cells, primary screen, imaging, high-content, MEF GFP-LC3; MEF GFP-LC3 puncta imaging; test concentration mostly 10 µM; calls only at 10 µM (by protocol); actives 0.98% (n = 190,000);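 active = percentage of spot-positive cells more than 3 SD above its plate mean, without a fluorescence outlier flag or 80% toxicity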;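 also: spot-positive cell cutoff set from DMSO-treated cells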
# AID2073: inhibitors of Mint1-CaV2.2 protein interaction, biochemical, HTRF (AID 2073); HTRF protein-protein interaction, Mint1-CaV2.2; higher % means a stronger effect; inhibition, % at 20 µM; hits with a dose series show IC50 in µM; actives 0.19% (n = 290,000); Voltage-dependent N-type calcium channel subunit alpha-1B (Homo sapiens); in the data active = inhibition mostly above about 51%, no sharp cut-off; also: some results filed as inactive read as strong as hits
# Yfh1-depleted yeast: enhancers of respiration in Yfh1-depleted yeast, dose response, Friedreich's ataxia, plus single-dose screen (AID 1465) | fold induction at 50 µM, or EC50 in µM where a hit was titrated | S. cerevisiae Yfh1-off respiration, WST-1 reduction, 72 h; higher fold induction means a stronger effect | actives 0.074% (n = 220,000);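 active = fold induction of absorbance versus untreated yeast above a set limit, then at least 30% activation at any dose in follow-up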;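 also: activators that raise dye reduction in frataxin-depleted yeast; strong numbers were not always called active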
# WT yeast gro inh mutant strain: further read-out of WT yeast gro inh, marked with its call; inhibition, %; mitochondrial fusion phenotypic screen, mutant strain inhibition
# Dynein cargo inh cytoplasmic EGFP: recorded beside Dynein cargo inh, whose call it bears; z-score; measured here: cytoplasmic GR-EGFP intensity; active compounds read high
# Dynein cargo inh nuclear GR-EGFP: recorded beside Dynein cargo inh, whose call it bears; z-score; measured here: nuclear GR-EGFP intensity;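 lower value marks the stronger effect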
# Dynein cargo inh cell count: further read-out of Dynein cargo inh, marked with its call; z-score; measured here: cell count per field
# Insulin prom up cell count: further read-out of Insulin prom up, marked with its call; cell count; measured here: cytotoxicity, nuclei count;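 total cells summed across four imaged fields per well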
# b-catenin transl cell count 5 µM: also measured in b-catenin transl; calls as there; cell count; measured here: cell count, cytotoxicity flag
# MT stabilize HCS Hoechst-high %: also measured in MT stabilize HCS; calls as there; % Hoechst-high responders; measured here: nuclear condensation Hoechst responders;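 share of cells brighter than vehicle mean plus two SD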
# MT stabilize HCS cytotoxicity %: recorded beside MT stabilize HCS, whose call it bears; toxicity, %; measured here: cytotoxicity by cell density;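 0% = mean cell density of plate MIN control wells and 100% = no cells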
# Autophagy mod cell loss 18 h: further read-out of Autophagy mod, marked with its call; toxicity, %; measured here: cell loss, nuclei count;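 cell loss after 18 h compound exposure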
# * = called active by the depositor; i = inactive; x = no result given; & = joins results of further samples. An unsorted share of the library, and some 4.2% of all compounds hit somewhere here.
SMILES,Insulin prom up,Insulin prom up cell count,WT yeast gro inh,WT yeast gro inh mutant strain,HIV fusion peptide,b-catenin transl,b-catenin transl cell count 5 µM,Dynein cargo inh,Dynein cargo inh cytoplasmic EGFP,Dynein cargo inh nuclear GR-EGFP,Dynein cargo inh cell count,MT stabilize HCS,MT stabilize HCS Hoechst-high %,MT stabilize HCS cytotoxicity %,Autophagy mod,Autophagy mod cell loss 18 h,AID2073,Yfh1-depleted yeast
COC(=O)[C@@H]1CC[C@H](C)[C@@H](c2ccc(C)cc2)N1C(=O)c1ccc(/C=N/OC[C@@H](O)COCc2ccco2)cc1,-0.71,1076,26,-20,-0.7%,x,x,0.014,-0.18,0.32,0.43,3.0,0.9,0.3,i,14,6%,x
CCN(CC)CCCNC(=O)C1c2cc(OC)c(OC)cc2C(=O)N(C)C1c1cccs1 (stereo not drawn),-0.24,926,-6,-5,3.8%,x,x,-0.39,-0.42,-0.22,0.017,1.2,1.4,8.3,i,-10,1%,i
COc1cc(CC(=O)Nc2ccccc2N2CCOCC2)cc(OC)c1OC,0.12,1136,-8,-11,-1.2%,1.7,997,-0.37,-0.2,-0.22,-0.21,2.1,2.3,7.0,i,7,-5%,i
COc1ccc(CNC(=O)C2CCC(CNc3c(N4CCCCC4)c(=O)c3=O)CC2)cc1 (stereo not drawn),0.07,1078,x,x,0.6%,0.3,1311,-0.33,-0.27,0.3,0.28,x,x,x,x,x,-8%,i
CCC(=O)Nc1ccc(-c2cc(-c3ccccc3)nc(-c3ccc(NC(=O)CC)cc3)n2)cc1,-2.1,732,-1,-4,-1.9%,-0.7,836,-0.69,-0.3,-0.041,1.3,3.5,3.6,4.3,i,10,18%,i
COc1ccc(N=C2S/C(=C\c3cc(C)n(C)c3C)C(=O)N2CC(C)C)cc1,0.22,1483,30,4,0.0%,-1.8,1342,-0.076,-0.22,0.48,0.61,3.0,2.5,10,i,10,-5%,x
O=S(=O)(Nc1ncn[nH]1)c1ccc2ccccc2c1,-0.46,1273,5,11,3.6%,-0.8,1069,1.3,0.26,1.3,-2.4,4.3,1.6,5.4,i,-12,4%,i
CCn1c(SCC(=O)Nc2ncc(C(F)(F)F)cc2Cl)nnc1-c1cccc(C)c1,0.17,1474,-4,-6,-0.6%,0.7,1102,-0.16,-0.17,-0.059,-0.44,3.7,1.9,4.9,i,-13,-10%,i
CC(=O)Nc1ccc(S(=O)(=O)NNC(=O)COc2ccc(C)cc2)cc1,0.94,1279,-9,5,2.0%,-1.6,497,0.02,-0.19,0.13,-0.64,1.3,2.6,10.0,i,14,43%,i
CCN(CC)CCOc1ccc(/C(=C(/Cl)c2ccccc2)c2ccccc2)cc1,-2.7,764,98*,97*,0.8%&7.4%,27,772,-0.8,-0.23,-0.3,0.7,2.8,4.7,4.6,i,25,8%&4%,i
O=[N+]([O-])c1ccc(S(=O)(=O)N2CCN=C2SCc2cccnc2)cc1,-0.5,1069,-2,2,-0.9%,-1.0,1056,-0.99,-0.23,-0.61,0.34,2.6,2.8,4.7,i,-4,9%,i
O=C(Nc1nc(=O)n(C(=O)C2CC2)s1)c1ccccc1,0.04,1765,-11,2,3.5%,-4.4,1127,-0.7,-0.16,-0.72,0.58,1.4,1.8,2.5,i,-3,-6%,i
O=Cc1cc2ccccc2nc1SCc1ccc(Cl)cc1,-0.09,1412,19,15,3.8%,3.6,1355,-0.61,-0.19,-0.44,0.43,28*,19*,40*,i,20,11%,i
CCCNC(=O)OCC12CC3CC(CC(C3)C1)C2,-0.12,1460,11,5,-1.2%,-0.8,1083,-0.23,-0.18,-0.051,-0.18,9.2,1.8,9.2,i,8,2%,i
Cc1cccc2c(=O)c(C(=O)NCc3cccs3)c[nH]c12,x,x,x,x,x,x,x,-0.28,0.16,-0.48,-0.37,2.1,1.0,2.7,i,3,x,i
O=C(COC(=O)c1ccco1)Nc1nc2ccc([N+](=O)[O-])cc2s1,0.42,1359,x,x,8.1%,-0.2,1296,-0.47,0.088,-0.4,0.79,x,x,x,x,x,6%,i
COc1ccc2oc(C)c(C(N)=O)c2c1,0.97,870,-7,-18,0.5%,-2.0,1083,0.12,-0.32,0.12,0.048,3.9,2.8,9.5,i,1,7%,i
CCOC(=O)c1cc2sc(C)cc2n1CC(=O)N1CCc2ccccc21,-0.36,921,4,2,-0.4%,2.5,1180,0.64,-0.067,0.82,-1,1.6,1.1,7.5,i,-5,1%,i
COc1ccc(CN2CCNC(=O)C2CC(=O)NCCSc2nccn2C)c(OC)c1 (stereo not drawn),-0.59,1466,-11,-13,1.4%,0.0,1017,-0.8,-0.28,0.02,0.81,2.7,1.9,12,i,-5,-7%,i
C#CCOCCOCCOCCNc1nc(N2CCN(C(=O)C(Cc3ccc(O)cc3)n3cc(C(N)CC(C)C)nn3)CC2)nc(N2CCN(C(=O)C(Cc3ccc(O)cc3)n3cc(C(N)C(C)CC)nn3)CC2)n1 (stereo not drawn),-0.29,1481,-30,-20,-0.9%,-0.8,1144,0.78,-0.19,0.69,-1.2,3.1,1.7,5.8,i,7,3%,i
Cc1ccc(C(=O)C2=C(O)C(=O)N(c3ncccn3)C2c2ccc(F)cc2)o1 (stereo not drawn),-0.01,1152,x,x,4.1%,0.4,1302,0.043,-0.25,0.51,-0.32,x,x,x,x,x,0%,i
COc1ccc(Cc2noc(-c3ccc(OC)c(OC)c3)n2)cc1OC,-0.92,1158,17,22,0.9%,-4.6,991,-0.38,-0.36,-0.15,0.35,5.2,3.4,11,i,14,18%,i
CCCC(=O)Nc1ccc(C(=O)N/N=C/c2ccc[nH]2)cc1,-0.53,1107,-5,15,4.6%,-0.5,971,1.3,0.16,1.1,-1.5,1.7,1.1,15,i,-1,17%,i
Cc1cc(C(=O)Cn2ncc(Cl)c(Cl)c2=O)c(C)n1CC(F)(F)F,-2.9,611,-11,-9,9.9%,-3.9,1108,-5.1*,0.84*,-2.8*,0.18*,3.0,1.9,6.2,i,52,10%,i
Cc1occc1C(=O)Nc1cc(C(C)(C)C)on1,-0.21,1279,34,9,1.9%,x,x,0.16,-0.23,0.22,-0.54,4.6,1.5,64,i,-9,2%,i
CN1CCC(C2(O)c3ccccc3CSc3sccc32)CC1 (stereo not drawn),0.22,826,-22,1,-1.8%,2.7,1015,-0.49,-0.23,0.11,-0.76,3.2,2.6,5.1,i,1,12%,x
CCNc1nc(NC(C)C)nc(ON=C(C)C)n1,1.3,1525,3,-2,1.6%,-1.3,1085,0.017,-0.27,-0.043,0.83,3.0,2.7,9.1,i,-2,8%,i
Cc1ccc(C)c(OCc2nnc(N)s2)c1,-0.06,1445,6,-4,1.4%,-3.3,998,-1,-0.12,-0.023,1.1,2.6,1.7,5.0,i,-35,-15%,i
COc1cccc(C(=O)NC2CCN(C(=O)N3c4ccccc4Sc4ccccc43)CC2)c1,-1.2,1606,53,33,-1.3%,-3.0,1068,-0.45,-0.18,-0.41,-0.99,2.7,1.2,9.5,i,22,8%,i
O=C(OCc1nc2ccccc2s1)c1ccc(Br)s1,0.03,1436,-9,-6,-1.7%,-1.7,1356,1.4,-0.25,1.2,-1.2,4.1,2.7,4.4,i,7,2%,i
C(=N\n1cnnc1)/c1ccc2c(c1)OCCO2,-0.27,1362,26,17,1.9%,-0.3,962,-0.72,-0.16,-0.0023,0.33,7.4,2.6,4.7,i,1,-3%,i
O=C(c1cc(-c2cccs2)on1)N1CCN(c2ccc(F)cc2)CC1,-0.15,1544,-4,8,-2.4%,-2.6,1387,0.14,-0.13,0.084,0.093,2.0,1.8,8.0,i,-17,4%,i
CCOC(=O)/C(C(C)=O)=C1\OC(=O)c2ccccc21,-0.36,1520,-13,10,2.7%,-7.3,885,1.4,-0.31,0.82,0.11,7.3,1.2,6.8,i,-2,-5%,i
Cc1ccc(SC(c2ccc(C)cc2)C(Cn2cncn2)C(=O)c2ccccc2)cc1 (stereo not drawn),-0.53,1001,19,-1,-0.9%,1.5,1194,0.42,-0.28,0.016,0.82,1.8,2.7,5.7,i,-34,5%,i
O=C1CC(N2CCCCCC2)C(=O)N1c1ccc2c(c1)OCO2 (stereo not drawn),0.94,1312,6,0,-0.9%,-1.9,1040,-1.8,2,-0.44,-0.63,2.3,1.5,5.2,i,-4,-3%,i

# 2 entries from above, with each value named.
Cc1cccc2c(=O)c(C(=O)NCc3cccs3)c[nH]c12
  Insulin prom up: x; Insulin prom up cell count: x; WT yeast gro inh: x; WT yeast gro inh mutant strain: x; HIV fusion peptide: x; b-catenin transl: x; b-catenin transl cell count 5 µM: x; Dynein cargo inh: -0.28; Dynein cargo inh cytoplasmic EGFP: 0.16; Dynein cargo inh nuclear GR-EGFP: -0.48; Dynein cargo inh cell count: -0.37; MT stabilize HCS: 2.1; MT stabilize HCS Hoechst-high %: 1.0; MT stabilize HCS cytotoxicity %: 2.7; Autophagy mod: i; Autophagy mod cell loss 18 h: 3; AID2073: x; Yfh1-depleted yeast: i

O=C(COC(=O)c1ccco1)Nc1nc2ccc([N+](=O)[O-])cc2s1
  Insulin prom up: 0.42; Insulin prom up cell count: 1359; WT yeast gro inh: x; WT yeast gro inh mutant strain: x; HIV fusion peptide: 8.1%; b-catenin transl: -0.2; b-catenin transl cell count 5 µM: 1296; Dynein cargo inh: -0.47; Dynein cargo inh cytoplasmic EGFP: 0.088; Dynein cargo inh nuclear GR-EGFP: -0.4; Dynein cargo inh cell count: 0.79; MT stabilize HCS: x; MT stabilize HCS Hoechst-high %: x; MT stabilize HCS cytotoxicity %: x; Autophagy mod: x; Autophagy mod cell loss 18 h: x; AID2073: 6%; Yfh1-depleted yeast: i

# Compound activity as filed in PubChem.
